# Source: PubChem BioAssay (several laboratories)
# Bim-Bcl-B – inhibitors of Bim-Bcl-B binding, primary screen, biochemical, multiplexed, human Bcl-2 family; bead-based flow cytometry, Bim peptide-Bcl-B binding; inhibition, % at 10 µM; 190,000 tested, 0.073% active; AID 951, 2007;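 also: 0% = tracer peptide without compound and 100% = reference inhibitor peptide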
# Target sequence (Q9HD36 whole entry, looked up): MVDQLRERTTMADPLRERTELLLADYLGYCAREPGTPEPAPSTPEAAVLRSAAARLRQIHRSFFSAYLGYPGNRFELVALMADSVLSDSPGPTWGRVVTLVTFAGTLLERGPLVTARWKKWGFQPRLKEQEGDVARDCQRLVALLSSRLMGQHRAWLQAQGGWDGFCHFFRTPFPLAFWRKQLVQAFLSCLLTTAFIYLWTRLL
# Bim-Bcl-W – inhibitors of Bim binding to Bcl-W, primary screen, biochemical, multiplexed, bead-based flow cytometry; inhibition, % at 10 µM; Bcl-2-like protein 2 (Homo sapiens), Q92843; 190,000 tested, 0.02% active; AID 952, 2007; Bim peptide-Bcl-W binding;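 also: 0% = bound tracer without compound and 100% = peptide blocker; higher means less fluorescent Bim peptide bound to Bcl-W beads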
# Bcl-2 Bim block – inhibitors of Bim-Bcl-2 binding, primary screen, biochemical, multiplexed, human Bcl-2 family | 190,000 tested, 0.06% active | inhibition, % at 10 µM | Apoptosis regulator Bcl-2 (Homo sapiens), P10415 | AID 950, 2007 | Bead-based flow cytometry, Bim peptide-Bcl-2 binding; in the data active = inhibition above about 40%; inconclusive = no clear call, values can overlap the other calls;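 also: 0% = no compound wells with probe peptide and 100% = reference peptide inhibitor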
# Target sequence (P10415 whole entry, looked up): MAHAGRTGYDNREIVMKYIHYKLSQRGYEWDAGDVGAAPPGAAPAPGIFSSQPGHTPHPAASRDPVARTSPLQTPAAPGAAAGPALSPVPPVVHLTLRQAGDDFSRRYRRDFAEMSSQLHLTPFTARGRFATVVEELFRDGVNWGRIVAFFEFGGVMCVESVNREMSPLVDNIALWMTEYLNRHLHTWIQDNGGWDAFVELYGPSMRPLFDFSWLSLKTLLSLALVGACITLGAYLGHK
# RGS7-Gao – RGS7-Galphao binding modulators, primary screen, biochemical, multiplexed bead flow cytometry; Guanine nucleotide-binding protein G(o) subunit alpha (Homo sapiens), P09471; actives lie on both sides; binding response (% of control), % at 10 µM; 220,000 tested, 0.35% active; AID 1439, 2008; in the data active = binding response below about 49% or above about 150%; inconclusive = no clear call, values can overlap the other calls; inactive = in between;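 also: fluorescent Galphao held in activated GDP-AlF4 state binding bead-coupled RGS7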
# Target sequence (P09471 whole entry, looked up): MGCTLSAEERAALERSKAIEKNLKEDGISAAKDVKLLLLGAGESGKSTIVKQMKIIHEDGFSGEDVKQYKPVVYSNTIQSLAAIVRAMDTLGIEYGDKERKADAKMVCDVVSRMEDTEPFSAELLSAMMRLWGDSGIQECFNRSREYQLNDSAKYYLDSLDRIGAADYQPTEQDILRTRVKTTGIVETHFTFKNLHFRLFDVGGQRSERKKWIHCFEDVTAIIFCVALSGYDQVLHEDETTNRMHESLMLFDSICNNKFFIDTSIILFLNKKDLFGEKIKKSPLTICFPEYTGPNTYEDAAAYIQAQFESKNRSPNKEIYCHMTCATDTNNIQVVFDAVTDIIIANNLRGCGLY
# Mcl1 Bid PPI – Mcl-1/Bid binding inhibitors, primary screen, biochemical, TR-FRET, 1536-well. Induced myeloid leukemia cell differentiation protein Mcl-1 (Homo sapiens), Q07820. TR-FRET Mcl-1/Bid-Dy647 peptide binding. inhibition, % at 21.7 µM. 220,000 tested, 0.97% active. AID 1021, 2008;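 active = compounds that cut the binding signal by more than half at the single screening dose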;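 also: His-tagged Mcl-1 with europium anti-His antibody binding Bid BH3 peptide; 0% = Mcl-1 plus peptide wells and 100% = peptide-only wells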
# Bim-Bfl-1 – inhibitors of Bim binding to Bfl-1, primary screen, biochemical, multiplexed, bead-based flow cytometry; Bcl-2-related protein A1 (Homo sapiens), Q16548; 190,000 tested, 0.12% active; inhibition, % at 10 µM; AID 1008, 2008; Bim-Bfl-1 binding inhibition;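 also: 0% = wells without compound plus tracer and 100% = blocker peptide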
# RGS8-Gao reg – RGS8-Galphao binding modulators, primary screen, biochemical, multiplexed bead flow cytometry | 220,000 tested, 0.34% active | AID 1423, 2008 | Guanine nucleotide-binding protein G(o) subunit alpha (Homo sapiens), P09471 | response (percent of control binding), % at 10 µM | actives lie on both sides; in the data active = response below about 60% or above about 140%; inactive = in between;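 also: Galphao activated as the GDP aluminium fluoride complex binding bead-coupled RGS8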
# RGS4-Gao reg – modulators of RGS4 binding to Galphao, primary screen, biochemical, multiplexed bead flow cytometry. Guanine nucleotide-binding protein G(o) subunit alpha (Homo sapiens), P09471. actives lie on both sides. binding response (% of control), % at 10 µM. 220,000 tested, 0.33% active; in the data active = binding response below about 49% or above about 150%; inactive = in between;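 also: fluorescent Galphao activated with aluminum fluoride binding bead-coupled RGS4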
# Mcl1 Noxa PPI – Mcl-1/Noxa binding inhibitors, primary screen, biochemical, TR-FRET, 1536-well. 220,000 tested, 1.5% active. TR-FRET Mcl-1/Noxa peptide binding, 2 h. inhibition, % at 21.7 µM;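 active = compounds that cut the protein-peptide binding signal by more than 50% relative to plate controls in a single-dose test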;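 also: His-tagged Mcl-1 with rhodamine Noxa BH3 peptide and terbium anti-His antibody; 0% = Mcl-1 plus Noxa peptide wells and 100% = peptide-only wells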
# Bcl-XL Bim block – inhibitors of Bim-Bcl-XL binding, primary screen, biochemical, multiplexed, bead flow cytometry, human Bcl-XL | Bcl-2-like protein 1 (Homo sapiens), Q07817 | Bim peptide-Bcl-XL binding, fluorescence | inhibition, % at 10 µM | 190,000 tested, 0.04% active
# Target sequence (Q07817 whole entry, looked up): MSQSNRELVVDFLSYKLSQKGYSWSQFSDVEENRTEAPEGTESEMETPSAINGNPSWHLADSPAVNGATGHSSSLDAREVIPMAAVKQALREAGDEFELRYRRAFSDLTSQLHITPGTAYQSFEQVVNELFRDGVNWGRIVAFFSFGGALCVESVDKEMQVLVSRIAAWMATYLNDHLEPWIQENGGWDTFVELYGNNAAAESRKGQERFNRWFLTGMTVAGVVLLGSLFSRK
# Mcl-1 Bim block – inhibitors of Bim peptide binding to Mcl-1, primary screen, biochemical, bead-based flow cytometry, multiplex. Bim peptide-Mcl-1 binding. Induced myeloid leukemia cell differentiation protein Mcl-1 (Homo sapiens), Q07820. 190,000 tested, 0.1% active. inhibition, % at 10 µM;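 also: 0% = no compound tracer wells and 100% = peptide blocker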
# Active calls of the source: *; ? = inconclusive; . = no result given. Rule as the data show it, unless noted: active = inhibition above about 40%. No enrichment for hits; any-hit rate near 2.7%.
SMILES	RGS4-Gao reg	RGS7-Gao	Bcl-XL Bim block	Bcl-2 Bim block	Bim-Bfl-1	Bim-Bcl-B	Mcl-1 Bim block	RGS8-Gao reg	Mcl1 Bid PPI	Bim-Bcl-W	Mcl1 Noxa PPI
Cn1nccc1NC(=O)Nc1ccc(OC(F)(F)F)cc1	98.2	?	.	.	.	.	.	102.1	-8.7	.	-2.7
O=C(NCC(c1ccco1)N1CCCCC1)c1ccc2c(c1)S(=O)(=O)c1ccccc1C2=O (configuration not stated)	102.7	102.2	-7.0	-2.0	-2.0	-3.0	-5.0	102.6	-24.3	-4.0	2.9
COc1ccc(C(=O)Nc2ccc(CN3CCOCC3)cc2)cc1	103.9	103.5	-1.0	-7.0	-8.0	0.0	0.0	101.6	-3.1	2.0	1.7
Cc1cc(NCCN(C)C)n2nc(-c3cccs3)cc2n1	96.9	94.7	-3.0	-6.0	-12.0	-4.0	-1.0	99.2	-12.2	3.0	10.1
ClC1=C(Cl)C(Cl)=C(Cl)C1=C/C=C/c1ccccc1	100.6	?	.	.	.	.	.	102.3	-10.8	.	-6.7
CCC/S(C)=N/S(=O)(=O)c1ccc(C)cc1 (configuration not stated)	103.8	103.3	0.0	0.0	1.0	0.0	-2.0	108.7	0.6	-1.0	12.4
CC(C)(C)c1ccc(S(=O)(=O)N2CCC(O)(c3ccc(Cl)cc3)CC2)cc1	51.8	?	.	.	.	.	.	89.1	-4.0	.	4.7
C=CCNc1nc(N2CCCC2)nc2ccccc12	99.1	104.1	-3.0	-14.0	-10.0	-9.0	-1.0	100.3	5.2	0.0	32.8
CCOCCCNC(=O)C(c1ccc(Cl)cc1)N1CCN(c2ccccc2)CC1 (configuration not stated)	97.9	96.3	-3.0	-7.0	-13.0	-6.0	1.0	97.7	-21.1	0.0	3.6
Cc1cc(C)n2c(SCC(=O)Nc3c(C)n(C)n(-c4ccccc4)c3=O)nnc2n1	100.7	100.5	-1.0	-10.0	-10.0	-7.0	-4.0	99.8	-2.1	2.0	8.4
Cc1nn(C)c(C)c1NC(=O)c1ccc(S(=O)(=O)N(C)C)cc1	98.0	98.2	-5.0	-17.0	-18.0	-7.0	-4.0	98.8	-3.1	0.0	1.3
COc1cccc(/C=C/C(=O)OCC(=O)Nc2ccccc2Sc2ccccc2)c1	93.3	85.0	-3.0	-2.0	0.0	-6.0	-1.0	82.2	-0.3	-3.0	25.2
CC1=CC(=O)C(C(C)C)=C/C1=N\OC(=O)c1cccc2nc(C)oc12	99.7	100.5	-12.0	-11.0	-11.0	-15.0	-10.0	101.4	-1.8	-5.0	24.0
Cc1ccc(S(=O)(=O)N(C)c2ccc(C)c([N+](=O)[O-])c2)cc1	83.1	87.3	0.0	0.0	3.0	0.0	1.0	66.2	18.7	0.0	-10.1
O=C(O)CC(NC(=O)c1ccncc1)c1ccccc1 (configuration not stated)	101.3	100.1	0.0	0.0	-1.0	-2.0	0.0	101.8	9.9	1.0	26.2
CC(C)CNC(=O)CSc1ccc(Cl)cc1	102.7	103.7	-1.0	-5.0	-10.0	-5.0	0.0	102.5	-21.1	6.0	-14.0
Cc1ccc(S(=O)(=O)CCC(=O)Nc2cccc([N+](=O)[O-])c2)cc1	103.2	101.9	-5.0	0.0	-4.0	-4.0	-1.0	103.5	-8.3	-4.0	-8.5
Cc1c(Cl)cccc1NC(=O)Cc1ccc([N+](=O)[O-])cc1	92.2	89.6	0.0	-1.0	-3.0	-1.0	0.0	93.2	1.6	0.0	10.8
N#Cc1cc2ccccc2nc1N	99.3	?	-1.0	-5.0	-7.0	-3.0	0.0	99.5	5.2	-6.0	6.2
CSc1ncccc1C(=O)NCc1ccc(C)cc1	95.2	92.8	0.0	-1.0	-4.0	0.0	-3.0	85.4	-17.9	-1.0	3.2
CC(C)CCN(C(=O)COc1ccc(C#N)cc1)c1c(N)n(Cc2ccccc2)c(=O)[nH]c1=O	97.0	104.8	4.0	4.0	10.0	9.0	-1.0	99.4	-36.4	12.0	5.2
O=c1ccc(=O)n2n1CC(O)C2	100.5	100.1	-2.0	-7.0	-9.0	-6.0	1.0	102.3	-9.9	2.0	-3.4
Cc1ccc(-c2nc(N)n(C(=O)c3cccnc3)n2)cc1	100.2	100.1	-5.0	5.0	-2.0	-1.0	-5.0	92.9	-32.4	0.0	-17.5
CCOC(=O)/C=C1\SCC(=O)N1Cc1ccc(Br)cc1	103.9	101.9	3.0	11.0	15.0	4.0	2.0	101.6	0.4	0.0	-10.3
COc1ccc(/C=C/C(=O)NCCSCc2ccco2)cc1	95.8	97.0	-3.0	0.0	4.0	-7.0	-3.0	97.9	-50.0	-2.0	2.4
CC(C)C[C@@H](CSc1ccc(Br)cc1)N1CCN(CCc2ccccc2)CCC1=O	103.7	?	.	.	.	.	.	104.9	-77.6	.	19.4
COc1ccc(NC(=O)CCN2C(=O)[C@@H]3[C@H](C2=O)[C@H]2C=C[C@@H]3C2)cc1	98.0	?	.	.	.	.	.	100.6	-9.9	.	-1.1
CCOC(=O)Cc1c(C)nc(N)[nH]c1=O	99.7	96.7	1.0	-2.0	-9.0	-4.0	-3.0	100.7	-27.6	-2.0	44.0
CCOc1ccc(CSC(=N)N)cc1Cl	101.6	?	.	.	.	.	.	101.8	-100.2	.	12.6
Cc1ccc(NC(=O)/C=C/c2ccc([N+](=O)[O-])s2)c(C)c1	104.4	102.5	-6.0	-10.0	-9.0	-3.0	-5.0	104.2	-2.2	-3.0	6.9

# (continued)
SMILES	RGS4-Gao reg	RGS7-Gao	Bcl-XL Bim block	Bcl-2 Bim block	Bim-Bfl-1	Bim-Bcl-B	Mcl-1 Bim block	RGS8-Gao reg	Mcl1 Bid PPI	Bim-Bcl-W	Mcl1 Noxa PPI
CCOC(=O)c1nnn(-c2nonc2N)c1-c1ccc(C)cc1	108.8	111.8	0.0	-3.0	0.0	-2.0	-2.0	109.1	-9.6	-1.0	-4.1
O=C(COc1ccc(Cl)cc1)NCc1nnc(SCC(=O)NCc2ccc3c(c2)OCO3)o1	96.5	100.2	0.0	-12.0	-10.0	-5.0	0.0	100.4	-51.9	1.0	14.0
N#Cc1cccc(C#N)c1Oc1ccc(N)cc1	98.0	?	.	.	.	.	.	101.7	-47.0	.	-2.0
FC(F)(F)c1ccc(Oc2ccc3cc(Br)ccc3c2)nc1	96.6	99.0	-10.0	-9.0	-20.0	-13.0	-8.0	98.3	-16.1	-6.0	-3.0
Cc1cc(S(=O)(=O)N2CCCC2)ccc1OCC(=O)N1CCOCC1	102.0	102.1	-13.0	-4.0	-5.0	-4.0	-1.0	103.1	-29.3	-1.0	6.6
C=CCNC(=O)c1ccc(C)cc1Cl	99.3	97.6	-4.0	-6.0	-14.0	-7.0	-3.0	100.1	-24.2	-4.0	-4.8
CNC(=O)C1C(=S)NC(N)=C(C#N)C1c1ccccc1 (configuration not stated)	96.8	102.4	-7.0	-11.0	-4.0	-17.0	-8.0	83.5	12.2	-5.0	6.3
O=C(O)c1[nH]c2ccc(Br)cc2c1CCN1C(=O)c2cccc([N+](=O)[O-])c2C1=O	102.7	?	.	.	.	.	.	101.7	1.8	.	8.2
Nc1cc(=O)[nH]c(SCC(=O)N2N=C(c3ccc(Cl)cc3)CC2c2ccco2)n1 (configuration not stated)	102.2	?	-1.0	-3.0	-4.0	-8.0	0.0	102.9	-4.7	-3.0	4.9
O=C(O)CSc1ncccn1	98.2	99.7	1.0	-2.0	-2.0	-2.0	0.0	100.5	0.5	0.0	4.5
Cc1ccc(-c2nnn(CC(=O)N(CCN3CCOCC3)C(C(=O)NC3CCCC3)c3ccncc3)n2)o1 (configuration not stated)	103.9	102.5	-1.0	0.0	-10.0	-7.0	-3.0	103.7	-45.3	0.0	-6.4
CCCCC(=O)NC(=S)Nc1ccc(S(=O)(=O)N2CCCC2)cc1	102.2	105.0	-8.0	-7.0	-7.0	-7.0	-6.0	100.7	-33.2	-4.0	0.8
O=C(CCC1CCCC1)Nc1ccc(Br)cn1	94.4	96.3	-5.0	-11.0	-14.0	-5.0	-2.0	99.4	-25.3	0.0	15.3
CCc1nnc(NC(=O)C2CCC(CNc3c(N4CCC(C)CC4)c(=O)c3=O)CC2)s1 (configuration not stated)	101.4	?	.	.	.	.	.	100.2	-20.5	.	10.0
Cc1cc(N/N=C/c2ccccc2O)nc(N2CCOCC2)n1	98.2	?	.	.	.	.	.	98.8	-9.6	.	15.1
CC(NC(=O)c1ccc(Cl)cc1)c1nnc(SCc2ccc([N+](=O)[O-])cc2)n1C (configuration not stated)	105.5	105.8	1.0	1.0	-1.0	1.0	-1.0	104.8	4.3	0.0	11.8
CC(=O)CSc1nnc(-c2cnccn2)n1-c1ccccc1	97.8	100.7	0.0	-8.0	-10.0	-6.0	2.0	101.2	-15.7	3.0	8.9
Nc1nnc(SCC(=O)N2CCc3ccccc32)n1-c1ccccc1	103.7	102.4	0.0	-4.0	-1.0	0.0	-2.0	106.3	-15.7	0.0	-1.0
Cc1ccc(S(=O)(=O)N2CCCCC2)cc1NC(=O)c1ccccn1	101.2	?	.	.	.	.	.	101.2	-15.6	.	-2.0
NNC(=O)c1ccc(Cn2cc(Br)cn2)cc1	99.1	99.6	-6.0	4.0	-1.0	-5.0	-1.0	103.6	-44.9	0.0	7.2
COC(=O)CCCC(=O)N1CCCC(CNS(=O)(=O)c2ccc(OC)cc2)C1 (configuration not stated)	97.4	93.6	-4.0	-2.0	0.0	-2.0	0.0	103.2	-10.9	-2.0	5.9
COc1cc(/C=N/NC(=O)CC#N)cc(Br)c1O	105.9	100.0	-2.0	-1.0	0.0	-14.0	-1.0	101.4	-48.7	-1.0	-9.5
CCn1c(=O)c(=O)n(CC)c2cc(S(=O)(=O)Nc3ccc(C)cc3)ccc21	99.9	?	.	.	.	.	.	101.8	-19.1	.	7.6
CC(C)CC(=O)NC(=S)Nc1nc(-c2ccc(Cl)cc2)cs1	97.5	99.2	0.0	-29.0	-14.0	-5.0	0.0	99.8	-23.7	0.0	2.8
O=C(CCC1CCCCC1)Nc1ccccc1C(=O)N1CCOCC1	99.4	98.2	-2.0	-4.0	-6.0	-4.0	0.0	100.6	-15.3	-4.0	4.9
